# Screening data as filed in PubChem BioAssay.
# IL-2 act: IL-2 activation | actives 0.065% (n = 360,000) | activation, % (series mostly up to about 46 µM) | IL-2 activation reporter assay, cell-based qHTS; stimulated with anti-CD3/CD4/CD28 beads; in transgenic mouse T cells; in the data active = activation above about 50%; inconclusive = mostly about 30% to 49%; also: 0% is about no effect
#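 Readout: EGFP and DsRed signals by fluorescent plate cytometry. Unstimulated transgenic mouse T cells received compound 60 min before antibody-bead stimulation, then incubated 18 h at 37 degrees C.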
# PLK1 PBD inh: blocks phosphopeptide binding to human PLK1 polo-box domain; Plk1 PBD binding of FITC phosphopeptide, fluorescence polarization; Potency, µM, for inactives: max response, negative = inhibition, usual class: inhibitors; AID 720504; actives 2.8% (n = 360,000); P53350; also: potency is read from the fitted curve at half-maximal effect; series mostly up to about 57 µM; % is scaled to controls: 0 for no effect and ±100 for the full control effect; nearly all actives have a fitted effect of over 65% in size
# Target sequence (P53350 whole entry, looked up, the tested form may be a part): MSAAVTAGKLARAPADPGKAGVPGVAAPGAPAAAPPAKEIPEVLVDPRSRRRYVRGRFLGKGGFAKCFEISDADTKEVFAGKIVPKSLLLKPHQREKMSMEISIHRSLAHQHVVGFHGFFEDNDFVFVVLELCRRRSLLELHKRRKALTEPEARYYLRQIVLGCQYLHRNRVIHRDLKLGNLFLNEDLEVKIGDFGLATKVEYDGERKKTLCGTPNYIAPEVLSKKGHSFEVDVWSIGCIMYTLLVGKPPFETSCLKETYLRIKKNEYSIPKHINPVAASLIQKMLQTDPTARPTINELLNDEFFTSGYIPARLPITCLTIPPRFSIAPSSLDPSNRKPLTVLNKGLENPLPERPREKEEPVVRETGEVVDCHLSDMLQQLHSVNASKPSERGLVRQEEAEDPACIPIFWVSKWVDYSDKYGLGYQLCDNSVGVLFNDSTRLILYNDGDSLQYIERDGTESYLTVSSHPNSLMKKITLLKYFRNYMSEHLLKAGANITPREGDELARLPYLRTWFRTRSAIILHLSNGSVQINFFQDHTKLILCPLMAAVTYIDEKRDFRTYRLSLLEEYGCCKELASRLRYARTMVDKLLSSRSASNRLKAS
# EPAC1 antagonist: antagonists of human EPAC1 | actives 0.14% (n = 360,000) | AID 720709 | O95398 | EPAC1 GEF assay, Rap1b-BODIPY-GDP exchange fluorescence | Potency, µM (titrated, usually from 115 µM), for the others: top-dose activity change, negative = inhibition, most hits filed as inhibitors;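 also: potency is read from the fitted curve at half-maximal effect; plate controls were vehicle for no effect and positive control for full effect; nearly all actives have a fitted effect of over 50% in size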
# PTHR1 agonist: agonists of human PTHR1 parathyroid hormone receptor. Q03431. HEK293 GP2 PTHR1 cells, GloSensor cAMP luminescence, 1 h. Potency, µM (doses to about 115 µM), for the others: at the top dose activation, hits mostly activators. actives 0.075% (n = 410,000); also: potency is read from the fitted curve at half-maximal effect; nearly all actives have a fitted effect of over 55% in size; some results filed as inactive show a strong effect at the top dose; inactives centre near -15; many of its hits are not listed in these tables
#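 HEK-293-derived GP2 cells expressing PTHR1 and a GloSensor cAMP reporter, 3,000/well, plated overnight, given luciferin plus IBMX (each 0.5 mM as added) for 1 h at 37 °C, then compound for 1 h at 37 °C. Luminescence was read after 15 min at room temperature.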
# GLP1R inv ag: inverse agonists of human GLP-1 receptor | Potency, µM (doses to about 38.3 µM), for the others: top-dose activity change, negative = inhibition, usual class: inhibitors | P43220 | AID 624417 | HEK293 GLP-1R CRE-luciferase, luminescence, 24 h; GLP-1R form is constitutively active | actives 1.6% (n = 410,000); also: potency is read from the fitted curve at half-maximal effect; % is scaled to controls: 0 for no effect and ±100 for the full control effect; nearly all actives have a fitted effect of over 55% in size
#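 Luminescence readout: a drop in cAMP-driven luciferase signal flags inverse agonism at a constitutively active GLP-1R stably expressed in HEK293. Compound exposure lasted 24 hr at 37 deg C, 5% CO2.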
# HEK293 tox: cytotoxic in the GLP-1 receptor inverse agonist counter-screen | HEK293 cAMP-luciferase reporter cells, luminescence, 24 h | Potency, µM (titrated, usually from 38.3 µM), inactives show top-dose activity change, negative = inhibition, usual class: inhibitors | actives 0.13% (n = 410,000) | AID 624418;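 also: loss of luciferase light is scored as toxicity; potency is read from the fitted curve at half-maximal effect; % is scaled to controls: 0 for no effect and ±100 for the full control effect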
#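 A 23 nL compound transfer followed 12 hours of cell culture at 37 deg C; exposure then lasted 24 hr. Luciferase assay detection reagent was dispensed and plates read for luminescence after a 12 min room-temperature wait.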
# EPAC1 ag: activates human EPAC1 exchange factor; EPAC1 agonist qHTS, biochemical assay; response scale: 100% = response to 6.5 mM cAMP; actives 0.073% (n = 360,000); Potency, µM (top dose mostly 154 µM), inactives show at the top dose activation, usual class: activators; AID 720707; O95398; also: potency is read from the fitted curve at half-maximal effect; nearly all actives have a fitted effect of over 60% in size
#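 Compounds were pinned as a concentration titration into mixtures of EPAC1 (100 nM), BODIPY-GDP-loaded Rap1B (250 nM) and GDP (50 uM). After 5 min at room temperature, fluorescence was followed for 30 min; activity was scaled to 6.5 mM cAMP.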
# PI5P4Ka inh: inhibitors of human PI5P4K alpha; P48426; PI5P4Kalpha enzyme, ADP-Glo luminescence, 60 min; hits give low values; max response, %; actives 1.2% (n = 330,000); active = max response of -50% or lower; inconclusive = between -30% and -50%; inactive = -30% or higher; also: value at the top dose of about 77 µM; % is scaled to controls: 0 for no effect and ±100 for the full control effect
# Target sequence (P48426 whole entry, looked up): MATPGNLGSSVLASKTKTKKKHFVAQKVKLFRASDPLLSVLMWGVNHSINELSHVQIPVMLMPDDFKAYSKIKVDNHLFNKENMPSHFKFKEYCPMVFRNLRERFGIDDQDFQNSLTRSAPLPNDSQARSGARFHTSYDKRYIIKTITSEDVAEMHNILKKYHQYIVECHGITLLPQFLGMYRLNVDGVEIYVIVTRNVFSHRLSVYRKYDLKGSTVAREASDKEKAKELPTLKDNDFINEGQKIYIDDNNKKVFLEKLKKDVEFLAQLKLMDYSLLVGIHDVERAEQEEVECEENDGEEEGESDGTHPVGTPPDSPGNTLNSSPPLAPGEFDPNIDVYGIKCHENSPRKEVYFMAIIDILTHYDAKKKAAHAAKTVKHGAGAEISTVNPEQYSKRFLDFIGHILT
#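 Quantitative HTS of the MLSMR library against PI5P4Kalpha with substrate. ATP added last at 5 microM final; room temperature, 60 minutes. Remaining ATP depleted, ADP converted and read as luminescence.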
# GLP-1R agonist: GLP-1 receptor (human) agonism. HEK293 GLP-1R CRE-luciferase, luminescence, 4-6 h; cells express a hypersensitive GLP-1R form. Potency, µM (titrated, usually from 45.6 µM), inactives show at the top dose activation, actives largely listed as activators. AID 624172. P43220. actives 0.007% (n = 380,000); also: potency is read from the fitted curve at half-maximal effect; % of control where 0% means no effect
# Numbers without * were called inactive; i = inactive; ? = inconclusive; . = not tested or not shown; [ ] = remark or other dose. Unless noted, calls follow the shape of the dose curve; as a rule, active = well fitted curve in the direction sought with a large enough effect; inconclusive = small, poorly fitted or top-dose-only effect, or another doubt; inactive = no such curve, though single readings can be large; an effect the other way counts as inactive or inconclusive. Not all compounds are listed (hit frequency here may not be typical).
SMILES,IL-2 act,PLK1 PBD inh,EPAC1 antagonist,PTHR1 agonist,GLP1R inv ag,HEK293 tox,EPAC1 ag,PI5P4Ka inh,GLP-1R agonist
COC(=O)c1ccc(N2C(c3cc(OC)cc(OC)c3)=Cc3ccc(-c4cnc(OC)nc4)cc3C2CC(=O)C2CC2)cc1 (stereo not drawn),1.6,-1%,-6%,-19%,1%,-13%,-4%,7,-3%
COc1ccc(NC(=O)Nc2ccc3c(c2)C(=O)N([C@H](C)CO)C[C@H](C)[C@@H](CN(C)C(=O)Nc2ccc(C(F)(F)F)cc2)O3)cc1,-3.3,-1%,-13%,18%,-13%,2%,-28%,6,1%
CCOC(=O)[C@]12CCCC=C1N(CCC1=CCCCC1)C(=O)[C@H](CC(=O)N1CCN(C(=O)C3CC3)CC1)C2,-0.8,1%,5%,-26%,3%,-24%,-6%,-1,.
O=C(Nc1ccc(CN2CCOCC2)cc1)c1ccc(-c2cccc([N+](=O)[O-])c2)o1,0.1,-9%,-8%,-24%,?,-26%,-2%,-8,-6%
O=C(CCCN1C(=O)[C@H]2CC=CC[C@H]2C1=O)NCc1nc(-c2ccccc2)no1,-3.8,-7%,23%,i,1%,-1%,-2%,14,-1%
COC(=O)c1c(NC(=O)CSc2nc(-c3ccco3)cc(C(F)(F)F)n2)sc2c1CCCC2,-2.1,?,-5%,4%[57.5 µM],-4%,2%,4%,.,1%
CC1=NNC(=O)C1CCC(=O)N/N=C/c1ccc(Cl)cc1Cl (stereo not drawn),-0.2,-6%,-11%,-2%,4%,6%,8%,6,11%
CC(=O)NC(Cc1ccc(F)cc1)C(=O)NC1CCN(C(=O)Nc2cccc(C)c2)CC1 (stereo not drawn),0.1,-9%,1%,i,-7%,-4%,8%,3,8%
Cc1nnc(NC(=O)Cc2cccs2)s1,-2.6,-19%,8%,i,9%,9%,7%,.,-21%
CCC1Sc2ccc(S(=O)(=O)CCC(=O)Nc3c(Cl)cc(OC)cc3OC)cc2NC1=O (stereo not drawn),-1.0,-26%,-22%,-32%[inhibitor],?,5%,-2%,-3,-5%
CCCn1nc(C(=O)OCC(=O)c2c(N)n(C)c(=O)n(C)c2=O)c2ccccc2c1=O,-3.9,-3%,-2%,i,1%,-1%,-12%,-2,1%
O=C(Cn1cc(-c2nnnn2-c2ccc(Cl)cc2)c(=O)c2ccccc21)c1ccccc1,-3.6,4%,7%,i,15%,-6%,-2%,-1,-16%
CC1(C)CC(=O)C=C(Nc2ccc(O)c(C(=O)O)c2)C1,2.2,-3%,-23%,0%,-7%,14%,3%,-94*,-1%
Cc1ccc(NC(=S)N(CCN2CCOCC2)Cc2cc3cc4c(cc3[nH]c2=O)OCO4)cc1,0.3,-5%,-3%,-2%,5%,-17%,-5%,0,-7%
COC(=O)C(C)NC(=O)COc1ccc2ccccc2c1 (stereo not drawn),-3.8,-8%,0%,i,7%,-6%,6%,-1,28%
O=c1cc(CSc2ccccn2)c2ccccc2[nH]1,1.4,-5%,-6%,-2%[57.5 µM],3%,3%,-10%,1,2%
CN(C)S(=O)(=O)Oc1ccc(Cl)cc1C(=O)Nc1cccc(C(F)(F)F)c1,0.8,0%,-1%,-31%[inhibitor],-23%,-17%,5%,-1,11%
CC1CCN(CC(=O)Nc2sc3c(c2C#N)CCC3)CC1,0.3,-5%,6%,-2%[57.5 µM],-17%,-7%,-3%,1,-4%
O=C(O)CCCC(=O)N1N=C(c2ccccc2)CC1c1cccs1 (stereo not drawn),5.2,-21%,-15%,i,2%,-20%,-9%,-7,0%
Cc1ccc(NC(=O)CCNS(=O)(=O)c2ccc3[nH]c(=O)oc3c2)cc1C,-0.3,-10%,?,i,?,-7%,-6%,9,1%
CCc1ccc(CN(C)C(=O)c2cc(COc3ccc(OC)cc3Cl)on2)nc1,-3.9,2%,-25%,-46%[inhibitor],?,6%,2%,4,16%
O=C(CSc1ncnc2sccc12)Nc1ccccc1,-3.3,3%,7%,i,10%,-4%,-2%,-1,12%
CCC(c1nnnn1-c1ccc2c(c1)OCCO2)N1CCN(c2ncccn2)CC1 (stereo not drawn),-0.9,-5%,-13%,-14%,-10%,-9%,-2%,-10,5%
Cc1ccc(CNC(=O)COC(=O)Cc2ccc(-c3ccccc3)cc2)cc1,-2.0,-8%,-14%,i,-11%,-3%,-17%,2,5%
OCC[C@@H]1C[C@@H](O)[C@H](O)[C@]2(OCCCc3ccccc32)O1,1.8,-6%,-1%,i,5%,-16%,12%,3,-2%

# Next part.
SMILES,IL-2 act,PLK1 PBD inh,EPAC1 antagonist,PTHR1 agonist,GLP1R inv ag,HEK293 tox,EPAC1 ag,PI5P4Ka inh,GLP-1R agonist
O=S(=O)(c1ccc(Cl)cc1)n1ccc(-c2cccc(OCc3c(F)cccc3Cl)c2)n1,-2.0,-2%,3%,-3%,0%,11%,10%,.,0%
COc1ccc([C@@H]2C(C#N)=C(N)S[C@@H](c3ccccc3)[C@@H]2[N+](=O)[O-])cc1,0.6,-22%,-27%,-57%[inhibitor],-16%,3%,18%,-2,20%
COCCCN1C(=O)C(CC(=O)NC(c2ccccc2)c2ccccc2)CC(C(=O)N2CCOCC2)=C1C (stereo not drawn),-1.7,-11%,-9%,-19%,13%,6%,-10%,-10,14%
CN(C)C(CNC(=S)Nc1ccc(Cl)cc1)c1cccnc1 (stereo not drawn),-3.1,-11%,-16%,-18%,-7%,-1%,-7%,2,9%
O=C(/C(=N\Nc1ccccc1)Sc1nnnn1-c1ccccc1)c1ccccc1,-0.2,-1%,0%,-21%,-13%,-4%,0%,6,-24%
CCN(CC)c1nc(C#N)cc(-c2ccc(OC)cc2)n1,-0.6,-6%,-2%,-8%[57.5 µM],?,30%[activator],5%,26,7%
O=C(NCc1ccc(S(=O)(=O)Nc2ccccc2Cl)s1)c1ccccc1,-1.9,-11%,?,8%,-8%,5%,4%,3,0%
Cc1c(NC(=O)c2ccc(N(C)S(C)(=O)=O)cc2)c(=O)n(-c2ccccc2)n1C,-2.3,-5%,-1%,i,6%,18%,-4%,-6,0%
CCOC(=O)C1CCN(C(=O)C2CCCN(c3ncnc4c3nc3n4CCCCC3)C2)CC1 (stereo not drawn),-1.1,5%,-14%,i,35%,-17%,-12%,4,-6%
COc1cc(NC(=S)N2CCN(S(=O)(=O)c3ccc(C)cc3)CC2)cc(OC)c1,0.1,-6%,1%,-13%,?,4%,9%,-4,-2%
C/C(CC(=O)Nc1cc(C)ccn1)=N\NC(=O)C(=O)Nc1cccc(C)c1,-2.3,4%,-1%,i,9%,-21%,-8%,6,0%
CCSc1nnc(-c2cc3c(s2)-c2ccccc2CC3)o1,-1.7,-11%,-7%,-5%,3%,0%,-6%,-4,7%
COCCCNC(=S)N1CCN(c2nc3ccccc3s2)CC1,1.7,-16%,-8%,-80%[inhibitor],-8%,-2%,0%,0,7%
C[C@H](NC(=O)c1ccccc1Cl)C(=O)OCC(=O)N1CC2(C)CC1CC(C)(C)C2 (stereo partly drawn),-0.4,-5%,9%,i,0%,-4%,6%,6,-1%
O=C(NCCC1CCCCN1S(=O)(=O)c1ccccc1)C(=O)Nc1ccc(F)cc1F (stereo not drawn),0.2,-15%,-23%,-74%[inhibitor],?,1%,-1%,-3,4%
Cc1cc(C(=O)Nc2sc(C)c(C)c2C#N)c(C)o1,2.5,-9%,-9%,i,0%,-6%,8%,.,-11%
O=C(Cc1ccccc1F)NCC(c1ccco1)N1CCCCC1 (stereo not drawn),0.0,0%,22%,-22%,-12%,-5%,-3%,4,6%
Cc1ccc(CNc2nc(C)c(C(=O)N(C)C)s2)cc1,0.8,-14%,-4%,-3%,10%,2%,4%,2,8%
Cn1ccc2c(-c3ccc(C(C)(C)C)cc3)cc3c(c21)C1CCC3C1 (stereo not drawn),2.3,4%,-14%,-18%,-15%,-12%,-3%,21,-6%
O=C(CN1C(=O)NC2(CCCC2)C1=O)Nc1cc(Cl)ccc1Oc1ccccc1,0.3,-2%,6%,-17%,?,-3%,0%,1,-1%
CCOc1c2ccc(C(=O)NCc3ccc4c(c3)OCO4)cc2nn1CC,1.0,-5%,3%,-19%,2%,?,-5%,4,3%
Cc1cccc(C)c1NC(=O)COC(=O)c1cc(=O)c2ccccc2o1,0.7,21µM*,-9%,17%,0%,5%,6%,-6,-3%
CCN(CC(=O)NCc1cccs1)C(=O)c1ccccc1F,0.7,7%,-7%,-12%,-5%,13%,-6%,2,-2%
O=C(Nc1ccc(Cl)cc1F)C1CC1c1ccccc1 (stereo not drawn),-2.7,-22%,-6%,-1%,?,6%,-3%,-5,6%
O=C(CN(C(=O)CNC(=O)c1ccco1)c1ccccc1F)NC1CCCCC1,0.1,-5%,-27%,9%,16%,0%,3%,5,2%
Cc1cccc(-n2c(CNC(=O)c3cccc([N+](=O)[O-])c3C)n[nH]c2=S)c1,-2.3,-11%,-4%,-24%,25%,-1%,-3%,-1,5%
Oc1ccc(NCc2cccc(OCc3ccc(F)cc3)c2)cc1,-3.6,-11%,45µM*,-20%,65%[activator],-33%,14%,-6,28%
CC1Cc2ccccc2N1S(=O)(=O)c1cccc(C(=O)OCC(=O)NCc2ccco2)c1 (stereo not drawn),-2.1,-10%,-11%,-8%,?,-3%,18%,-11,12%
CCc1cc(=O)oc2c3c(cc(OCC(=O)NCCCOC)c12)OC(C)(C)CC3,-1.5,-1%,-9%,-18%,48%[activator],-2%,4%,-2,12%
O=C(N/N=C/c1ccc(O)c(O)c1)c1ccc(-n2cnnn2)cc1,2.2,-8%,-9%,i,24%,-15%,-4%,-23,-7%

# One compound at a time, as listed above.
# Profile of CCN(CC(=O)NCc1cccs1)C(=O)c1ccccc1F : IL-2 act = 0.7; PLK1 PBD inh = 7%; EPAC1 antagonist = -7%; PTHR1 agonist = -12%; GLP1R inv ag = -5%; HEK293 tox = 13%; EPAC1 ag = -6%; PI5P4Ka inh = 2; GLP-1R agonist = -2%
# Profile of Cn1ccc2c(-c3ccc(C(C)(C)C)cc3)cc3c(c21)C1CCC3C1 (stereo not drawn) : IL-2 act = 2.3; PLK1 PBD inh = 4%; EPAC1 antagonist = -14%; PTHR1 agonist = -18%; GLP1R inv ag = -15%; HEK293 tox = -12%; EPAC1 ag = -3%; PI5P4Ka inh = 21; GLP-1R agonist = -6%
